Assay outcomes from PubChem.
14-3-3 Bad PPI: disrupts binding of bovine 14-3-3 zeta to phospho-Bad peptide; P63103; TR-FRET 14-3-3zeta/Dy647-pBad peptide displacement, 1 h; inhibition, % at 21.7 µM; actives 0.71% (n = 220,000);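 active = inhibition above about 70%, limit read from the data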;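 note: 0% = full 14-3-3 plus peptide FRET controls and 100% = background without 14-3-3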
Target sequence (P63103 whole entry, looked up): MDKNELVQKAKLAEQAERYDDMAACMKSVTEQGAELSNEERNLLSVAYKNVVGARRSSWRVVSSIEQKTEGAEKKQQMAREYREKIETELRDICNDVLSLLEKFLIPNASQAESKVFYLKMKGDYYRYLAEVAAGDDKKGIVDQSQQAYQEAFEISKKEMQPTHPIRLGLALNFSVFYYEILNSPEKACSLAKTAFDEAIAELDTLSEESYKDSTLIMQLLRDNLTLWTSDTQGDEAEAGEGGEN
EP2 modulator: modulators of human EP2 prostaglandin E2 receptor. P43116. EP2-expressing cells, cAMP HTRF FRET, PGE2 co-stimulation. induction, % at 25 µM. actives 0.83% (n = 260,000);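 active = compounds whose cAMP rise, as percent of the full-agonist control response, exceeds 60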;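 note: rat C6 glioma line stably carrying human EP2 under a CMV promoter; the protocol text gives 20 µM as final concentration; 100% = response of wells given 1 µM PGE2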
Target sequence (P43116 whole entry, looked up): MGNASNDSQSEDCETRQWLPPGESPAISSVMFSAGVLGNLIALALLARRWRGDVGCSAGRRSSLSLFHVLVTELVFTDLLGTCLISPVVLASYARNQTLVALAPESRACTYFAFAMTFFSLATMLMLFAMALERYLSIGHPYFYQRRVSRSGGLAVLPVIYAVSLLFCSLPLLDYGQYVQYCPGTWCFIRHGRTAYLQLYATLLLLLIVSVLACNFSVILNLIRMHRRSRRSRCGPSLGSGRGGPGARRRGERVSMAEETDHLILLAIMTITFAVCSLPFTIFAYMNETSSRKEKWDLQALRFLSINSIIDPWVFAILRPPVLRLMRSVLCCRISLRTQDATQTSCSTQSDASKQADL
Tb hexokinase: blocks Trypanosoma brucei hexokinase 1 activity | recombinant TbHK1, G6PDH-coupled NADH A340 | inhibition, % at 10 µM | actives 0.11% (n = 220,000);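 active = inhibition of 50% or more in the single-dose primary screen; inactive = inhibition below 50%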
Rad51 HR inh: Rad51 (human) homologous recombination inhibition; Q06609; hRad51 DNA strand exchange, fluorescence dequenching; inhibition, % at 10 µM; actives 0.085% (n = 200,000);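 active = inhibition above 40% at the single screening dose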;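 note: 0% = DMSO control wells and 100% = blanks with heterologous ssDNA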
Target sequence (Q06609 whole entry, looked up): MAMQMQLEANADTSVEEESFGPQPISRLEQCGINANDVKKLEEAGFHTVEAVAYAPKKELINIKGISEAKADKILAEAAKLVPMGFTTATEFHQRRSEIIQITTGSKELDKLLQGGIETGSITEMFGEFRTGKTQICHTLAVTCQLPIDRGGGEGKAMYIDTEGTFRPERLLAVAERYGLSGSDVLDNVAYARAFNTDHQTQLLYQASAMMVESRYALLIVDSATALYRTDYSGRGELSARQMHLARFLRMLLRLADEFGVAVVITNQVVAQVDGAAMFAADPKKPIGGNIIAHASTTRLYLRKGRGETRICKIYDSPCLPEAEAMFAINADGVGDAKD
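material = hRad51 filaments on single-stranded DNA | reagent = Donor/quencher-labelled 47-bp dsDNA substrate | compound = 10 µM final, single point | schedule = strand-exchange reaction 15 min at room temperature | measured by = fluorescein emission 520 nm, excitation 485 nm | read-out basis = % inhibition versus plate control and blank means | benchmarks = plate controls and plate blanks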
zVAD death inh: blocks zVAD induced death of L929 cells; L929 zVAD necroptosis rescue, ATP luminescence, 24 h; with zVAD 60 µM; viability rescue, % at 10 µM; actives 0.38% (n = 220,000); AID 1377;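 active = activation, scaled between plate controls, above about 75%, limit read from the data; inactive = activation under that limit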;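 note: 0% = zVAD with DMSO and 100% = DMSO alone without zVAD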
Calpain2 inh: calpain II (pig) inhibition; purified calpain II, fluorogenic peptide substrate, 30 min; AID 1236; inhibition, % at 16 µM; actives 0.37% (n = 220,000);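 active = inhibition above about 50%, limit read from the data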
eIF4E-4G inh: blocks eIF4E binding to eIF4G | inhibition, % at 21.7 µM | actives 0.37% (n = 220,000) | P63073+Q04637 | TR-FRET eIF4E-eIF4GI(517-606) binding, 2 h;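 active = inhibition above about 30%, limit read from the data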;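 note: 0% = full FRET control wells and 100% = background wells lacking eIF4GI fragment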
EP2 antag: blocks the human prostaglandin E2 receptor EP2. inhibition, % at 25 µM. actives 0.52% (n = 260,000). C6 glioma cells expressing human EP2, cAMP TR-FRET; cells stimulated with saturating PGE2;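 active = percent inhibition above 40 after rounding to a whole number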;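 note: rat C6 glioma host cells with rolipram phosphodiesterase inhibitor present; the protocol text gives 20 µM as final concentration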
Hck-Nef inh: human Hck-Nef kinase inhibition | actives 0.68% (n = 220,000) | AID 463187 | inhibition, % at 20 µM | Recombinant Hck-YEEI plus Nef, Z-Lyte FRET kinase assay | P08631;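 active = Hck-Nef kinase inhibition above about 50%, limit read from the data; inactive = inhibition below that limit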;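 note: 0% = DMSO with Hck plus Nef and 100% = Hck alone without Nef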
The depositor's hits bear a star; x = not tested or not shown; & = joins results of further samples; [ ] = dose if it differs, or a comment.

[1] COc1ccc(N2CCN(CC(=O)NC(=O)NC(C)(C)C)CC2)cc1
[2] CCOc1ccc2nc(NC(=O)Nc3ccccc3)sc2c1
[3] CCCCNC(=O)c1ccc2c(c1)N(CC)C(=O)CS2
[4] N#Cc1c(N)n(-c2cccc(O)c2)c2nc3ccccc3nc12
[5] CC(CC1C(C#N)=C(N)OC2=C1C(=O)CCC2)c1ccccc1 (stereo not drawn)
[6] Cc1cc(C(=O)NN=C2C3CC4CC(C3)CC2C4)c2ccccc2n1
[7] Cc1csc(NC(=O)c2ccc(-c3ccc(Cl)cc3Cl)o2)n1
[8] COC(=O)C(C)Oc1ccc2c3c(c(=O)oc2c1)CCCCC3 (stereo not drawn)
[9] CCOc1ccc(N(CC(=O)Nc2cc(C)ccc2C)S(=O)(=O)c2c(C)[nH]c(=O)[nH]c2=O)cc1
[10] COc1ccc(Cc2nc3ccccc3n2CC(=O)N/N=C/c2ccc(C)cc2O)cc1OC
assay / compound | 1 | 2 | 3 | 4 | 5 | 6 | 7 | 8 | 9 | 10
14-3-3 Bad PPI | -7 | 0 | -4 | 1 | -4 | -4[fluorescence artefact?] | 7[fluorescence artefact?] | 22[fluorescence artefact?] | 2 | 83*
EP2 modulator | 5 | -2 | 7 | -31 | -3 | 16 | 22 | 18 | -20 | 5
Tb hexokinase | -1 | -1 | -9 | -32 | -3 | -1 | 5 | -12 | -4 | -19
Rad51 HR inh | 8 | -9 | 6 | 9 | 10 | -1 | -29 | 3 | -4 | x
zVAD death inh | 20 | 1.1 | 1.2 | 68 | 0.7 | -0.2 | 0.0 | 0.4 | 0.0 | 4.3
Calpain2 inh | 28 | 12 | 14 | -327 | -4 | 3 | -95 | -472 | 8 | -10
eIF4E-4G inh | 1 | -3 | 2 | 4 | 4 | -7[fluorescence artefact?] | -3 | 10 | -4 | 7
EP2 antag | 1 | 7 | 8 | 10 | 11 | 7 | 11 | 1 | 2 | 8
Hck-Nef inh | 38 | 0 | 0 | 72* | 2 | 0 | 5 | 3 | 5 | -3

Laid out differently: entries from further up.
no.	SMILES	14-3-3 Bad PPI	EP2 modulator	Tb hexokinase	Rad51 HR inh	zVAD death inh	Calpain2 inh	eIF4E-4G inh	EP2 antag	Hck-Nef inh
2	CCOc1ccc2nc(NC(=O)Nc3ccccc3)sc2c1	0	-2	-1	-9	1.1	12	-3	7	0
3	CCCCNC(=O)c1ccc2c(c1)N(CC)C(=O)CS2	-4	7	-9	6	1.2	14	2	8	0
4	N#Cc1c(N)n(-c2cccc(O)c2)c2nc3ccccc3nc12	1	-31	-32	9	68	-327	4	10	72*
5	CC(CC1C(C#N)=C(N)OC2=C1C(=O)CCC2)c1ccccc1 (stereo not drawn)	-4	-3	-3	10	0.7	-4	4	11	2
6	Cc1cc(C(=O)NN=C2C3CC4CC(C3)CC2C4)c2ccccc2n1	-4[fluorescence artefact?]	16	-1	-1	-0.2	3	-7[fluorescence artefact?]	7	0
7	Cc1csc(NC(=O)c2ccc(-c3ccc(Cl)cc3Cl)o2)n1	7[fluorescence artefact?]	22	5	-29	0.0	-95	-3	11	5
8	COC(=O)C(C)Oc1ccc2c3c(c(=O)oc2c1)CCCCC3 (stereo not drawn)	22[fluorescence artefact?]	18	-12	3	0.4	-472	10	1	3

Carrying on.
[11] COC(=O)c1cc(OC)c(OC)cc1NC(=O)c1ccc(Br)o1
[12] O=C(N/N=C/c1c(O)n(-c2ccc(Cl)cn2)c(=O)c2ccccc12)C1CC1
[13] Cc1ccc(C)c(NC(=O)C2Cc3ccccc3CN2C(=O)OCc2ccccc2)c1 (stereo not drawn)
[14] O=C(NCCc1ccccc1)c1c(F)cccc1F
[15] Cc1cc(/C=N/Nc2ccc([N+](=O)[O-])cn2)c(C)n1-c1cccc(C(=O)O)c1
[16] CC(C)CCOC(=O)C[N+](C)(C)CCOC1CC2CCC1(C)C2(C)C (stereo not drawn)
[17] CCN(CC)S(=O)(=O)c1cccc(-c2nnc(SCc3nc4ccccc4s3)o2)c1
[18] CCCc1[nH]nc2c1C(c1ccc(Br)s1)C(C#N)=C(N)O2 (stereo not drawn)
[19] O=C(CSc1nnnn1-c1ccccc1)NCc1ccco1
[20] Cc1ccc2cccc(NC(=S)NC(=O)c3ccccc3)c2n1
assay / compound | 11 | 12 | 13 | 14 | 15 | 16 | 17 | 18 | 19 | 20
14-3-3 Bad PPI | x | 4 | -10 | -12 | 4 | -9 | -7[fluorescence artefact?] | 1 | -4 | -20
EP2 modulator | x | 0 | 38 | -18 | -45 | -67 | 3 | -52 | 26 | -17&25
Tb hexokinase | -31 | -13 | 2 | -13 | -2 | 10 | -6 | 6 | -2 | -8
Rad51 HR inh | -5 | -21 | 5 | -1 | 14 | 8 | 16 | 1 | 4 | -2
zVAD death inh | 0.2 | 0.1 | 0.1 | 23 | 2.3 | 0.8 | -0.2 | -0.2 | 0.2 | -0.1
Calpain2 inh | x | -16 | 13 | -17 | 5 | 17 | 17 | -13 | -20 | 28
eIF4E-4G inh | x | 3 | -18 | 0 | 4 | 1 | -19 | 11 | 2[fluorescence artefact?] | -1
EP2 antag | 4 | 6 | 7 | 15 | 8 | 6 | 3 | 52* | 18 | 11&14
Hck-Nef inh | 6 | 0 | 0 | 20 | 59* | 0 | -1 | 1 | 1 | 1

[21] CO/N=C/C(=N\Nc1ccc(C)cc1)C(=O)c1ccc(OC)cc1
[22] O=S(=O)(NCC1CCN(S(=O)(=O)c2ccccc2)CC1)c1ccccc1
[23] c1ccc(-c2cccs2)nc1
[24] O=C(NC(=S)NCCN1CCOCC1)c1ccccc1Br
[25] S=C(NCCc1ccncc1)Nc1ccccc1
[26] O=C(CCC(=O)NNC(=O)c1ccc([N+](=O)[O-])cc1)NCc1ccccc1
[27] COCCn1nnnc1C(c1ccc(O)c(OC)c1)N1CCc2ccccc2C1 (stereo not drawn)
[28] OCCC1CN(Cc2cccn2-c2ncccn2)CCN1CCc1ccccc1 (stereo not drawn)
[29] COC(=O)COc1ccc(C2Nc3c(Cl)ccc(C(=O)O)c3C3C=CCC32)cc1 (stereo not drawn)
[30] Cc1ccc(-c2c[n+](=O)c3c(n2[O-])CCC3)cc1
assay / compound | 21 | 22 | 23 | 24 | 25 | 26 | 27 | 28 | 29 | 30
14-3-3 Bad PPI | 7 | -14 | -3 | -8[fluorescence artefact?] | -5 | 2 | 45[fluorescence artefact?] | -4 | 10 | -7
EP2 modulator | 49 | -15 | 7 | 23 | -19 | 21 | 40 | -4 | -26 | 17
Tb hexokinase | -7 | 2 | -8 | 1 | -6 | -6 | -5 | -11 | 16 | -16
Rad51 HR inh | -3 | -3 | -3 | -4 | -5 | 13 | -7 | 12 | -13 | 0
zVAD death inh | 0.5 | -0.2 | 0.8 | -0.1 | 4.2 | 2.3 | 2.5 | -0.2 | 2.9 | 0.5
Calpain2 inh | -4 | 34 | 21 | -5 | 3 | 3 | 7 | -5 | 2 | -14
eIF4E-4G inh | -1 | 3[fluorescence artefact?] | 8 | 22[fluorescence artefact?] | -1 | 5 | 12 | 2 | 2 | 3
EP2 antag | 16 | 4 | 3 | 5 | 10 | 7 | 10 | 2 | 15 | 12
Hck-Nef inh | 2 | 1 | 3 | 2 | -14 | 1 | 0 | 6 | 76* | 3

[31] Cc1cc(=O)[nH]c2c1c(-c1ccccc1)nn2C
[32] CCC(C)(C)n1nnnc1C(c1ccncc1)N1CCC(Cc2ccccc2)CC1 (stereo not drawn)
[33] Cc1cc(=O)oc(C)c1C(=O)NCCC(C)C
[34] COc1ccccc1OCC(=O)NCCNC(=O)COc1ccccc1OC
[35] O=C(c1cc(C(=O)N2CCOCC2)c2nc3ccccc3n2c1)c1cc(Cl)cc(Cl)c1O
[36] CCOC(=O)N1CCC(N2CCCC(C(=O)c3cccc(OC)c3)C2)CC1 (stereo not drawn)
[37] Cc1cccc(N/C(N)=N/c2nc(C)c(Cc3ccccc3)c(=O)[nH]2)c1
[38] NC(=O)C1CCN(C(=O)CN2CCCc3ccccc32)CC1
[39] COc1ccc(OC)c(C2/C(=C(/O)c3ccccc3)C(=O)C(=O)N2Cc2ccco2)c1 (stereo not drawn)
[40] Cc1ccc(C)n1-n1c(C)nc2scc(-c3ccccc3)c2c1=O
assay / compound | 31 | 32 | 33 | 34 | 35 | 36 | 37 | 38 | 39 | 40
14-3-3 Bad PPI | -5 | -3 | 3 | -16[fluorescence artefact?] | 0 | 0 | -13 | -15 | -2 | 1
EP2 modulator | 24 | 79* | 6 | -3 | 18 | 12 | -26 | 22 | 5 | 42
Tb hexokinase | -5 | 0 | -44 | -3 | -22 | -10 | -6 | -7 | -20 | -1
Rad51 HR inh | 4 | -3 | -6 | -6 | -2 | 0 | 6 | -3 | 3 | 7
zVAD death inh | 2.0 | -0.7 | -0.6 | 0.0 | 0.1 | 0.3 | 12 | -0.2 | 1.1 | 0.6
Calpain2 inh | -3 | -22 | 24 | -58 | 4 | -16 | -20 | -1 | 26 | 0
eIF4E-4G inh | -1 | 1 | 3 | -20[fluorescence artefact?] | -10 | 0 | 1 | -8 | -7[fluorescence artefact?] | -1[fluorescence artefact?]
EP2 antag | 8 | 3 | 5 | 13 | 11 | 7 | 4 | 8 | 6 | 5
Hck-Nef inh | -14 | -23 | -1 | 1 | -3 | 11 | 24 | 0 | 0 | -6

[41] O=c1cc(CSc2nnc(COc3ccccc3)o2)c2ccccc2[nH]1
[42] Cc1sc(N(C(=O)CCc2ccccc2)c2ccc(C(=O)O)cc2)nc1-c1ccccc1
[43] Cc1cc(C)cc(NC(=O)COC(=O)c2cc(=O)[nH]c(=O)[nH]2)c1
[44] CC(=O)N(C(C)=O)c1nc(-c2ccccc2)cn1/N=C/c1ccccc1
[45] COc1ccc(C(C(=O)NC(C)(C)C)N(C(=O)CNC(=O)c2cccs2)c2ccc(C(C)C)cc2)cc1OC (stereo not drawn)
[46] COc1ccc(NC(=O)Cn2nnc(C(=O)NCc3ccc4c(c3)OCO4)c2N)cc1
[47] CCn1c(NC(=O)c2ccco2)c(-c2ccccc2Cl)c(=O)c2ccccc21
[48] O=S(=O)(NC1CCCCC1Oc1ccccc1)c1ccccc1 (stereo not drawn)
[49] CCOC(=O)C1=C(c2ccccc2)Nc2ncnn2C1c1cc(OC)ccc1OC (stereo not drawn)
[50] CCn1c(SCc2ccc(C)cc2)nnc1-c1nn(-c2ccccc2)ccc1=O
assay / compound | 41 | 42 | 43 | 44 | 45 | 46 | 47 | 48 | 49 | 50
14-3-3 Bad PPI | x | -4 | -5 | 1 | -5 | -1 | -14 | 4[fluorescence artefact?] | 9 | -10
EP2 modulator | -17 | 15 | 11 | 44 | -51 | -8 | 24 | 15 | 26 | -37
Tb hexokinase | 6 | 22 | 8 | -5 | -1 | -1 | -15 | 1 | -2 | -11
Rad51 HR inh | 6 | x | -26 | 4 | -6 | x | 0 | 4 | -1 | -8
zVAD death inh | 0.6 | 18 | -1.2 | 0.7 | -0.4 | 0.4 | 0.0 | 0.6 | -0.7 | 0.0
Calpain2 inh | 33 | 1 | 4 | -3 | 24 | -17 | 11 | 13 | -12 | 22
eIF4E-4G inh | x | 2 | -10 | -1 | -4 | 0 | 5 | -5[fluorescence artefact?] | -4 | 2
EP2 antag | 7 | 7 | 7 | 8 | 1 | 5 | 7 | 2 | 4 | 20
Hck-Nef inh | 1 | 9 | -20 | 15 | -1 | 18 | 1 | 1 | 17 | 1

Only part of the results is shown; rates above refer to the full screens.
